Insulin prom inh – inhibitors of insulin promoter-driven GFP, primary screen, imaging, TRM-6 cells (human fetal islet line), eGFP reporter, cell count. reporter expression induced with tamoxifen. inhibition, % at 2 µM. 130,000 tested, 0.9% active;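 active means inhibition above the mean plus 3 SD, with well images judged a real hit on visual review, cut at about 60% in these data, passing the limit was not always enough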
sdo1 growth – growth rescue of sdo1-depleted yeast, primary screen, S. cerevisiae, bone marrow failure model | S. cerevisiae sdo1-depleted JHY4D growth rescue, OD600 30 h; hits give high values; pdr5 snq2 efflux-pump mutant strain | z-score at 10 µM | 140,000 tested, 0.21% active;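 active means z-score above 3 at both the 24 hr and the 30 hr optical density reads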;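 further: z-score against mean and SD of all compound wells on the same plate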
sdo1 growth Rescue 24 h – recorded beside sdo1 growth, whose call it bears; z-score; S. cerevisiae sdo1-depleted JHY4D growth rescue, OD600; measured here: growth rescue at 24 h;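 0 is the plate mean of compound wells and units are plate SD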
Numbers without * were called inactive; / = no result given; [ ] = another dose, or the depositor's remark.

Start of the data: the first 6 compounds, ahead of the listing:
Screens in order: sdo1 growth | Insulin prom inh | sdo1 growth Rescue 24 h
1. O=C(CSCc1ccc([N+](=O)[O-])cc1)NC1CC1
    0.61 | 0.0 | 0.4
2. CCOC1=NN(c2ncc(C(F)(F)F)cc2Cl)C(=O)/C1=C/N(C)C
    / | 38.5 | /
3. CCOc1ccc(-c2nnc(N)s2)cc1
    0.19 | -33.3 | 0.2
4. Nc1ccc(Cl)c(NC(=O)c2cccs2)c1
    0.69 | -20.7 | 0.82
5. Cc1cc(O)ccc1N/C=C(\C#N)c1nc2ccccc2o1
    -0.05 | / | 0.38
6. Cc1cc(=O)n2[nH]c(-c3ccccc3Cl)cc2n1
    0.6[18.6 µM] | / | -0.07

This part in full, from the first entry:
Screens in order: sdo1 growth | Insulin prom inh | sdo1 growth Rescue 24 h
1. O=C(CSCc1ccc([N+](=O)[O-])cc1)NC1CC1
    0.61 | 0.0 | 0.4
2. CCOC1=NN(c2ncc(C(F)(F)F)cc2Cl)C(=O)/C1=C/N(C)C
    / | 38.5 | /
3. CCOc1ccc(-c2nnc(N)s2)cc1
    0.19 | -33.3 | 0.2
4. Nc1ccc(Cl)c(NC(=O)c2cccs2)c1
    0.69 | -20.7 | 0.82
5. Cc1cc(O)ccc1N/C=C(\C#N)c1nc2ccccc2o1
    -0.05 | / | 0.38
6. Cc1cc(=O)n2[nH]c(-c3ccccc3Cl)cc2n1
    0.6[18.6 µM] | / | -0.07
7. CC(C)c1nc2sc3c(=O)[nH]cnc3c2c2c1CCC2
    -0.89 | / | -0.96
8. CC1(c2ccc(OC(F)F)cc2)NC(=O)N(CC(=O)Nc2ccc(S(N)(=O)=O)cc2)C1=O (configuration not stated)
    / | 7.1 | /
9. c1ccc(-c2ccccc2-c2nc(-c3ccncc3)no2)cc1
    -2.36 | 78.7* | -0.62
10. Cc1cc(C(=O)NCCCC(=O)O)c(C)o1
    0.75 | 35.7 | 0.3
11. CCN1C(=O)[C@H]2[C@H]3[C@H](O)[C@H](O)C/C(=N\O[C@H](C)c4cn([C@H](CO)Cc5ccccc5)nn4)[C@@H]3CC[C@H]2C1=O
    0.48 | -28.6 | -0.64
12. Cc1ccc(C)c(C(=O)NCCN(C)C)c1
    0.05 | -14.7 | 0.28
13. Cc1occc1C(=O)NNC1=CC(=O)CC(C)(C)C1
    1.53 | 21.6 | 1.71
14. CC1=C(C(=O)OCc2ccccc2)C(c2ccccc2OC(F)F)NC(=O)N1 (configuration not stated)
    -0.62 | -300.0 | -0.66
15. CCOc1ccc(N2C(=O)C3C(c4ccccc4F)NN(C(=O)c4ccc(C)cc4)C3C2=O)cc1 (configuration not stated)
    -0.39 | -242.9 | 0.25
16. C[N+]1(CCn2ccc3ccccc32)CCCCC1
    / | -80.0 | /
17. Cc1cccc2sc(NNC(=O)c3ccc4c(c3)OCCO4)nc12
    -0.67 | 0.0 | -0.34
18. O=S(=O)(NC1CC1)c1ccc2c3c(cccc13)CC2
    / | -22.2 | /
19. CCOc1cc(NC(=O)c2cccs2)c(OCC)cc1NC(=O)c1cccnc1
    / | 26.3 | /
20. O=C(c1ccccc1)c1c(O)cc(-c2ccccc2)oc1=O
    0.35 | 48.1 | 0.19
21. CCCn1c(N2CCN(CC(=O)c3c(C)n(C)c4ccc(OC)cc34)CC2)nc2c1c(=O)[nH]c(=O)n2C
    -0.25 | 63.2 | -0.62
22. N#C/C(=C/c1ccccc1[N+](=O)[O-])C(=O)NCc1ccco1
    -0.32 | / | -0.7
23. CCNc1nc(N)nc(Oc2ccc(OCCOc3ccccc3)nn2)n1
    0.29 | -12.5 | 0.34
24. N#C/C(=C/c1cc[nH]c1)C(N)=S
    / | 7.1 | /
25. Cc1ccc(NC(=O)COc2nc(C)cs2)cc1
    -0.42 | -107.4 | -1.51
26. CCOC(=O)CSc1nc2ccc(N3CCOCC3)cc2c(=O)n1Cc1ccccc1
    -1.38 | -43.3 | -1.1
27. O=C(CCCn1c(=S)[nH]c2cc3c(cc2c1=O)OCO3)N1CCc2ccccc2C1
    -0.4 | -11.5 | -0.03
28. NNC(=O)/C(=C\c1cccs1)NC(=O)c1ccccc1
    0.4 | 6.2 | 0.06
29. CC1=NN(S(=O)(=O)c2ccc(F)cc2)C(=O)c2ccccc2O1
    -0.09 | 8.6 | -1.37
30. CCCCNCCOc1ccccc1-c1ccccc1
    -0.57 | -50.0 | -0.42
31. O=C(CSc1ccncc1)Nc1ccc2ccccc2c1
    / | 8.3 | /
32. CCN1CCc2c(OCC(=O)Nc3ccc4c(c3)OCCO4)cccc2C1=O
    / | -5.3 | /
33. COc1ccc(CNC(=O)CSc2nc3[nH]ncc3c(=O)n2-c2ccccc2Br)cc1
    / | -2.7 | /
34. CC(C)CC(=O)NCCNC(=O)c1cc(OCC(F)(F)F)ccc1OCC(F)(F)F
    0.75 | -25.0 | 0.35
35. COc1ccc(C2Nc3ccccc3C(=O)N2Cc2ccccc2)cc1CSc1ccccn1 (configuration not stated)
    -0.71 | -6.7 | 0.03
36. N#C/C(=C\c1c(N2CCCCCC2)nc2ccccn2c1=O)C(=O)NC1CCS(=O)(=O)C1 (configuration not stated)
    -0.25 | -42.9 | -0.94
37. Cc1ccc(Cl)c(OCCCCN(C)Cc2ccccc2)c1
    -1.39 | -8.6 | -0.52
38. CCCCc1cc(=O)oc2cc(OCC(=O)N(CC)CC)ccc12
    0.16 | / | 0.39
39. CC(=O)c1sc(-c2ccccc2)nc1C
    / | 5.0 | /
40. COc1ccc(CNC(=O)c2sc3nc4c(c(C(F)(F)F)c3c2N)CCC4)cc1OC
    1.07 | -10.0 | 1.43
41. COc1ccc(N2CCN(C(=O)C3CCC(Cn4c(=S)[nH]c5ccccc5c4=O)CC3)CC2)cc1 (configuration not stated)
    -0.8 | / | 0.37
42. O=C(COc1ncnc2ccccc12)NCc1ccc2c(c1)OCO2
    0.53 | -22.7 | 0.38
43. CCOC(=O)C1C(=O)C=C(c2ccc([N+](=O)[O-])cc2)CC1c1ccccc1 (configuration not stated)
    -1.21 | 45.5 | -1.2
44. CCc1nnc(NC(=O)CSc2nnc(-c3ccccc3O)n2-c2ccc(C)cc2C)s1
    -0.08 | 42.1 | 0.74
45. CC(C)(C)c1ccc(NC(=O)NCc2ccco2)cc1
    0.18 | -29.4 | 3.19
46. COc1ccc(NC(=O)Cn2c(-c3ccccc3)cn(-c3ccc(C)cc3)c2=O)cc1
    -0.69 | / | 0.5
47. Cc1nn(-c2ccccc2)c(C)c1/C=C/C(=O)OC(C)C(N)=O (configuration not stated)
    0.47 | 68.8* | -0.57
48. COc1ccc(/C=N/NC(=O)c2nn(-c3ccc(C)c(C)c3)c(=O)c3ccccc23)cc1
    0.41 | 6.7 | 1.11
49. CCOC(=O)c1cc(CC)sc1NC(=O)c1ccc([N+](=O)[O-])c(N2CCOCC2)c1
    -1.09 | -31.2 | 0.55
50. CCCC(=O)c1cn(CC(=O)OC)c2ccccc12
    0.07 | -25.0 | 0.29
51. O=C(c1cncc(Br)c1)N1CCCc2ccccc21
    0.16 | -40.8 | 0.6
52. COc1ccccc1NC(=O)CN1CC(=O)Nc2ccccc21
    / | -50.0 | /
53. Cn1c(Cc2ccccc2)nnc1SCC(=O)Nc1ccc2c(c1)OCCO2
    0.43 | -20.0 | 0.26
54. CN(c1ccccc1)S(=O)(=O)c1cc(C(=O)Nc2nc3ccccc3[nH]2)ccc1Cl
    -1.47 | / | -1.38
55. COc1ccc(-n2c(C)cc(C(=O)Cn3nnc4ccccc4c3=O)c2C)cc1
    -0.9 | 16.1 | -0.48
56. CCOCCCNC(=S)N1CCN(Cc2ccco2)CC1
    / | 15.4 | /
57. O=C(CCSCCc1ccccn1)Nc1cc(F)ccc1F
    0.49 | 17.1 | 0.01
58. CC1=C(C)CC(C(=O)NNC(=O)c2cccc(Cl)c2)C(C(=O)O)C1 (configuration not stated)
    -0.2 | 0.0 | -1
59. CCn1cc([N+](=O)[O-])c(C(=O)Nc2c(C)nn(Cc3cccc(F)c3)c2C)n1
    -0.03 | -7.7 | 0.02
60. O=C(O)c1c[nH]c2c(C(F)(F)F)cccc2c1=O
    0.13 | -3.6 | -0.28

Next part.
Screens in order: sdo1 growth | Insulin prom inh | sdo1 growth Rescue 24 h
61. CCN(CC)S(=O)(=O)c1ccc(NC(=O)c2cccc3c2C(=O)N(CCOC)C3)cc1
    -0.14 | -59.2 | 1.08
62. O=C(N/N=C/c1ccc(N2CCOCC2)o1)c1cccc(F)c1
    0.46 | 70.0 | 0.57
63. Cc1ccccc1N1CC(C(=O)O)CC1=O (configuration not stated)
    / | 2.6 | /
64. Cc1c(Cl)c([N+](=O)[O-])nn1CCCC(=O)Nc1cccc(O)c1
    / | -30.0 | /
65. Cc1ccc(-c2ccc(CCC(=O)O)n2NC(=O)c2ccco2)cc1
    0.65 | -195.2 | 1.09
66. COc1ccc(NC(=O)c2cc(-c3cccnc3)nc3ccc(C)cc23)cc1OC
    -0.83 | 20.7 | 1.29
67. CCC(Sc1nc2ccccc2s1)C(=O)Nc1cc(C)on1 (configuration not stated)
    0.76 | -69.2 | 1.9
68. CCCCNC(=O)CCCCCn1c(=O)[nH]c2cc(OC)c(OC)cc2c1=O
    0.5 | / | -0.04
69. CCOC(=O)CSc1nc2c(sc(=S)n2-c2ccc(OCC)cc2)c(=O)[nH]1
    / | -57.1 | /
70. COc1ccc2[nH]c(C)c(CCNC(=S)Nc3cccc(C)c3C)c2c1
    0.51 | -2.4 | 0.48
71. Cc1ccc(NC(=O)CSc2nnc(-c3ccco3)o2)cc1
    / | 24.3 | /
72. O=C(CSc1nc2ccccc2[nH]1)NCCc1ccc(Cl)cc1
    -0.73 | -3.7 | -0.49
73. O=C(CCN1CCN(S(=O)(=O)c2ccc(Br)cc2)CC1)Nc1ccccc1F
    / | 0.0 | /
74. Cc1ccc(N2C(=N)/C(=C3/Nc4ccccc4S3)C(c3ccccc3)C2=O)cc1 (configuration not stated)
    -2.01 | / | -1.45
75. CCOC(=O)N1CCC(N2C(=O)c3ccccc3C2=O)CC1
    1.01 | / | 0.9
76. Cc1ccc(C)c(NC(=O)Cn2nnc(-c3ccc(N4CCOCC4)cc3)n2)c1
    / | 0.0 | /
77. CC(C)C(=O)Nc1ccc(NC(=O)c2cccc(F)c2)cn1
    0.85 | 0.0 | 0.42
78. COCC(=O)Nc1cc(OC)c(Cl)cc1OC
    0.26 | -39.4 | -0.43
79. CCC(C)NS(=O)(=O)c1ccc(OCC(=O)NCc2cccnc2)cc1 (configuration not stated)
    -0.41 | 5.7 | -1.05
80. OC1(c2ccc3c(c2)OCO3)CCN(Cc2ccccn2)CC1
    0.29 | / | 0.03
81. CN=C1NN=C(c2cc(C)n(-c3ccc(Cl)cc3)c2C)CS1
    / | -8.3 | /
82. Cc1ccc(C(=O)Nc2ccccc2NC(=O)c2ccc(C)o2)o1
    0.37 | -21.4 | 0.43
83. COc1cccc(CN2C(=O)CN(C3CCCCC3)C(=O)C2c2ccc(F)cc2)c1 (configuration not stated)
    -0.27 | / | 0.29
84. Cc1nc2ccccc2n1CCC(=O)O
    0.73 | -37.5 | -0.22
85. CC(=O)c1cc(CC=C(C)C)c(O)c(CC=C(C)C)c1O
    -0.87 | / | -0.62
86. CCOC(=O)c1c(C)nc2sc(C(N)=O)c(N)c2c1-c1ccc(OC)cc1
    -0.89 | -6.7 | -0.69
87. CC1CCN(c2nc3c(c(=O)[nH]c(=O)n3C)n2Cc2ccccc2)CC1
    -1.01 | / | -0.31
88. Cc1cc(C)c2nc(SCC(=O)Nc3ccccc3N3CCOCC3)c(C#N)cc2c1
    / | -328.6 | /
89. O=C(CN1CC(c2ccccc2)CC1=O)OCc1cccc(Br)c1 (configuration not stated)
    -0.22 | 23.1 | -0.36
90. NNC(=O)c1sccc1OCc1cccc(C(F)(F)F)c1
    / | 60.0 | /
91. CCOc1ccc(C(C(=O)Nc2ccc(F)cc2)N(C(=O)Cn2nnc3ccccc32)C2CC2)cc1 (configuration not stated)
    0.82 | -37.5 | 1.24
92. COC(=O)[C@@]1(Cc2ccc(OC)cc2)[C@H]2c3cc(C(=O)N4CCCC4)n(CCN4CCNC4=O)c3C[C@H]2CN1C(=O)c1ccccc1
    0.12 | -30.0 | 0.4
93. CC1CCN(c2oc(-c3ccccc3Cl)nc2C#N)CC1
    -0.4 | -22.2 | -0.18
94. CCC(=O)Nc1nc2ccc(S(C)(=O)=O)cc2s1
    2.25 | 43.8 | 2.94
95. Nc1ccnc(Oc2ccc(F)cc2)c1
    1.03 | -50.0 | 0.5
96. COc1ccc(N2C(=O)C3C4C=CC(c5ccccc5)(C3C2=O)C2C(=O)N(c3ccc(OC)cc3)C(=O)C42)cc1 (configuration not stated)
    / | -5.3 | /
97. CC(C)OC(=O)C1C(=O)CC(C)(O)C(C(=O)OC(C)C)C1c1ccccc1 (configuration not stated)
    / | 18.2 | /
98. CN(C)c1ccc(C2C3C(=O)N(c4ccc(C(=O)O)cc4)C(=O)C3ON2c2ccccc2)cc1 (configuration not stated)
    1.21 | / | -0.06
99. O=c1c2c(n3cnnc3n1-c1ccccc1)-c1ccccc1CC21CCCC1
    -1.2 | -35.1 | -0.44
100. c1ccc(NCn2cncn2)nc1
    0.29 | 32.3 | -0.42
101. c1ccc2c(c1)CCCN2Cc1nnc2n1CCCCC2
    -0.07 | / | -0.93
102. CC(C)OCCCn1c(=S)[nH]c2cc3c(cc2c1=O)OCO3
    0.97 | 0.0 | 1.05

Screening data from PubChem.

A portion of the library. The share of hits here may be higher or lower than overall.
